PI5P4K alpha inh: PI5P4K alpha (human) kinase inhibition; P48426; PI5P4Kalpha enzyme, ADP-Glo luminescence, 60 min; active compounds read low; max response, %; 330,000 compounds, 1.2% hits; active = max response of -50% or lower; inconclusive = between -30% and -50%; inactive = -30% or higher; note: value at the top dose of about 77 µM; % is set by controls: 0 for no effect and ±100 for the full control effect
Target sequence (P48426 whole entry, looked up): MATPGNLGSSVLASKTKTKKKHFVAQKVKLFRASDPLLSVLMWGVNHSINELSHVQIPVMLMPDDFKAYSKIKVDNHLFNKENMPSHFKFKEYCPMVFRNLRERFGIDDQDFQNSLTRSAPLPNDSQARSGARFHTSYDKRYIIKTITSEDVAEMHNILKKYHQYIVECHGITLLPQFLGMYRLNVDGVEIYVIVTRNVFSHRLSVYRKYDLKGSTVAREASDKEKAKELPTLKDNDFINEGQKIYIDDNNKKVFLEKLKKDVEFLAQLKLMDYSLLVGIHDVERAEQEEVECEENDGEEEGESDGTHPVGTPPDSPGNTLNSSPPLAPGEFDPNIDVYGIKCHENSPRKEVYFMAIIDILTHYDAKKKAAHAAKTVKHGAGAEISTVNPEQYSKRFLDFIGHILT
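Human PI5P4Kalpha with substrate in 0.038 M HEPES pH 7.4, 0.28 mM EGTA, 0.1% CHAPS, 5% DMSO; reaction started with 5 microM ATP (final), 60 min at room temperature. ADP formed read by ADP-Glo luminescence.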
EPAC1 agonist: EPAC1 (human) agonism | AID 720707 | EPAC1 agonist qHTS, biochemical assay; response scale: 100% = response to 6.5 mM cAMP | Potency, µM (series often up to 154 µM), for the others: top-dose activation, usual class: activators | 360,000 compounds, 0.073% hits | O95398; note: potency is the fitted concentration of half-maximal effect; nearly all actives have a fitted effect of over 60% in size
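Normalized to 6.5 mM cAMP, activity reflects EPAC1-catalysed release of BODIPY-GDP from Rap1B, followed kinetically over 30 min at 480 nm excitation, 540 nm emission. Reaction contained 100 nM EPAC1, 250 nM Rap1B-BODIPY-GDP, 50 uM GDP.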
GLP-1R inv ag: GLP-1 receptor (human) inverse agonism; HEK293 GLP-1R CRE-luciferase, luminescence, 24 h; GLP-1R form is constitutively active; Potency, µM (series often up to 38.3 µM), without a hit: at the top dose activity change, negative = inhibition, most hits filed as inhibitors; P43220; 410,000 compounds, 1.6% hits; note: potency is the fitted concentration of half-maximal effect; % is set by controls: 0 for no effect and ±100 for the full control effect; nearly all actives have a fitted effect of over 55% in size
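Constitutively active GLP-1R drives a cAMP-responsive luciferase in stably transfected HEK293 cells; test compounds are added after overnight (12 h) attachment and left 24 hr, and signal loss in luminescence marks inhibition.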
GLP1R ag: GLP-1 receptor (human) agonism; P43220; HEK293 GLP-1R CRE-luciferase, luminescence, 4-6 h; cells express a hypersensitive GLP-1R form; Potency, µM (top dose mostly 45.6 µM), for the others: top-dose activation, most hits filed as activators; 380,000 compounds, 0.007% hits; note: potency is the fitted concentration of half-maximal effect; % of control where 0% means no effect
EPAC1 antag: EPAC1 (human) antagonism. 360,000 compounds, 0.14% hits. AID 720709. EPAC1 GEF assay, Rap1b-BODIPY-GDP exchange fluorescence. Potency, µM (doses to about 115 µM), without a hit: top-dose activity change, negative = inhibition, usual class: inhibitors;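 note: potency is the fitted concentration of half-maximal effect; plate controls were vehicle for no effect and positive control for full effect; nearly all actives have a fitted effect of over 50% in size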
PLK1 PBD block: blocks phosphopeptide binding to human PLK1 polo-box domain. P53350. Potency, µM, without a hit: max response, negative = inhibition, actives largely listed as inhibitors. 360,000 compounds, 2.8% hits. Plk1 PBD binding of FITC phosphopeptide, fluorescence polarization; note: potency is the fitted concentration of half-maximal effect; series mostly up to about 57 µM; % is set by controls: 0 for no effect and ±100 for the full control effect; nearly all actives have a fitted effect of over 65% in size
GLP1R cytotox: cytotoxicity in counter-screen for GLP-1R inverse agonists; AID 624418; 410,000 compounds, 0.13% hits; HEK293 cAMP-luciferase reporter cells, luminescence, 24 h; Potency, µM (series often up to 38.3 µM), for inactives: at the highest dose activity change, negative = inhibition, hits mostly inhibitors;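 note: loss of luciferase light is scored as toxicity; potency is the fitted concentration of half-maximal effect; % is set by controls: 0 for no effect and ±100 for the full control effect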
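Seeding density was 200 cells/uL; after overnight-length (12 h) culture, 23 nL compounds went on for 24 h at 37 °C. Readout used a luciferase detection reagent, luminescence taken after 12 min at room temperature.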
PTHR1 agonist: PTHR1 (human) receptor agonism; HEK293 GP2 PTHR1 cells, GloSensor cAMP luminescence, 1 h; Potency, µM (highest dose often 115 µM), inactives show at the top dose activation, hits mostly activators; 410,000 compounds, 0.075% hits; note: potency is the fitted concentration of half-maximal effect; nearly all actives have a fitted effect of over 55% in size; some results filed as inactive show a strong effect at the top dose; inactives centre near -15; many of its hits are not listed in these tables
Target sequence (Q03431 whole entry, looked up): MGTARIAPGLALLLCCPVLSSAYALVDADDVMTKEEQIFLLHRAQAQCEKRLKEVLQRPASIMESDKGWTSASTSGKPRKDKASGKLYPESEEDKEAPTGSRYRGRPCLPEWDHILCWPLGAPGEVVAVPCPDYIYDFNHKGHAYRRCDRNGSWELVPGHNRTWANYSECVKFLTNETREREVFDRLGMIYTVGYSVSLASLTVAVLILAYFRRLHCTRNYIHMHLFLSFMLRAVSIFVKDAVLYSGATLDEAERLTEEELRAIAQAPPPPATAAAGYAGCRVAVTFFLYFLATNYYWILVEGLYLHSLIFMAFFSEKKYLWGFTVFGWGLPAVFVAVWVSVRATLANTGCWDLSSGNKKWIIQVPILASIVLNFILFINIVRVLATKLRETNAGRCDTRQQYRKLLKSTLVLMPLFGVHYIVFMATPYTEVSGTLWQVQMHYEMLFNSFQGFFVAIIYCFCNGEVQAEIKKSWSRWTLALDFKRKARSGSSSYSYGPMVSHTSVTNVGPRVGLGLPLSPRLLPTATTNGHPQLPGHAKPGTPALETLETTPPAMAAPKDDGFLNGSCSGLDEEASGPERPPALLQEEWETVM
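HEK-293-derived GP2 cells expressing PTHR1 and a GloSensor cAMP reporter, 3,000/well, plated overnight, given luciferin plus IBMX (each 0.5 mM as added) for 1 h at 37 °C, then compound for 1 h at 37 °C. Luminescence was read after 15 min at room temperature.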
IL2 activator: activators of IL-2; IL-2 activation reporter assay, cell-based qHTS; stimulated with anti-CD3/CD4/CD28 beads; in transgenic mouse T cells; activation, % (series mostly up to about 46 µM); 360,000 compounds, 0.065% hits; AID 652025; in the data active = activation above about 50%; inconclusive = mostly about 30% to 49%; note: 0% is about no effect
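Screening format: compound pinned onto unstimulated transgenic mouse T cells, 60 min incubation, then anti-CD3/anti-CD4/anti-CD28 bead stimulation for 18 hours at 37 degrees C, followed by EGFP and DsRed detection.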
Starred values were filed as active, the others as inactive; i = inactive; ? = inconclusive; . = no result given; & = joins results of further samples; [ ] = remark or other dose. Unless noted, calls come from the whole dose curve; as a rule, active = well fitted curve in the direction sought with a large enough effect; inconclusive = small, poorly fitted or top-dose-only effect, or another doubt; inactive = no such curve, though single readings can be large; an effect the other way counts as inactive or inconclusive. This is a subset. The share of hits here may be higher or lower than overall.

SMILES | PI5P4K alpha inh | EPAC1 agonist | GLP-1R inv ag | GLP1R ag | EPAC1 antag | PLK1 PBD block | GLP1R cytotox | PTHR1 agonist | IL2 activator
Cc1noc(C)c1NC(=O)Nc1ccc2c(c1)C(=O)N([C@H](C)CO)C[C@H](C)[C@@H](CN(C)S(=O)(=O)c1ccccc1)O2 | 1.6 | -10.7% | 10.5% | -0.5% | 17.2% | -5.7% | 6.7% | -7.8% | -3.3
Cc1ccc(C)c(N2CCN(C(=O)CCc3nc(-c4ccc(Br)cc4)no3)CC2)c1 | 40.9 | 7.4% | -22.1% | -4.0% | -9.7% | -0.5% | 1.6% | -16.3% | 1.2
O=[N+]([O-])c1ccc2c(c1)C(O)n1nc(-c3ccccc3)nc1S2 (stereo not given) | -1.7 | 2.9% | 7.5% | 7.1% | -28.9% | -11.7% | -4.6% | -17.8% | -2.9
NS(=O)(=O)c1ccc(CCNC(=O)C(=O)NCC2OCCN2S(=O)(=O)c2ccc(Cl)cc2)cc1 (stereo not given) | -24.1 | -8.4% | 20.1% | -3.5% | -6.1% | 1.0% | 2.1% | -47.0%[inhibitor] | -2.0
O=C1CCC/C=C\C[C@@H](CC(=O)N(CCO)Cc2ccccc2)C(=O)N2CCC[C@H]2CO1 | 4.6 | 0.6% | 0.4% | 2.1% | -0.1% | -9.7% | 28.3% | 6.4% | -1.2
CCCCn1c(N)c(N(CC(C)C)C(=O)c2cc(C)oc2C)c(=O)[nH]c1=O | 2.5 | 17.2% | 8.5% | 2.8% | -7.2% | -16.9% | 5.8% | -20.6% | -0.3
O=C(c1ccncc1)N1CCN(S(=O)(=O)c2cccc([N+](=O)[O-])c2)CC1 | 1.1 | -4.4% | 1.4% | -9.9% | 1.3% | -1.7% | -2.6% | i | -2.4
Cc1cccc(N2CCc3c2nc2ccc(Br)cc2c3N)c1 | . | 20.6% | -28.8% | -0.2% | -0.6% | -0.3% | ? | -49.1%[inhibitor] | -2.2
N#CC1=C(N)N(c2ccccc2)C(c2ccccc2)C1(C#N)C#N (stereo not given) | 2.6 | -1.0% | -43.7% | 11.7% | -6.7% | -22.2% | 3.9% | -25.7%[57.5 µM] | -0.7
COc1ccc2c(-c3ccccc3)cc(SC(C)C(N)=O)nc2c1 (stereo not given) | 1.4 | -1.0% | 0.4%[7.66 µM] | 19.6% | -1.9% | ? | 5.1%[7.66 µM] | -7.4% | -0.3
CCN(CC)c1ccc(/C=N/NC(=O)c2ccc([N+](=O)[O-])cc2)cc1 | 0.8 | 4.2% | -12.1% | 1.2% | 3.1% | 1.7% | -17.4% | -21.5% | -1.9
COc1cccc(N2CCN(c3ccc4nnc(CCC(=O)N5CCC(C)CC5)n4n3)CC2)c1 | -9.3 | -6.9% | 3.8% | 16.6% | -22.7% | 23.8µM* | -14.8% | i | -2.7
COc1ccc(OC)c(/C=N/NC(=O)C(=O)NCc2cccnc2)c1 | 0.4 | -22.8% | -4.0%[0.307 µM] | -2.9% | -19.4% | -9.6% | -2.5%[0.307 µM] | i | 2.0
CCC(C)(C)NC(=O)C(Sc1ccccc1)c1ccccc1 (stereo not given) | -0.5 | -8.4% | ? | 7.7% | -11.9% | ? | -9.4% | 0.4% | 7.2
C/C(=N/NC(=O)c1ccc(NC(=O)c2ccc(F)cc2)cc1)c1ccccc1 | -6.9 | -4.8% | ? | -8.2% | 10.8% | 0.2% | -2.9% | i | -3.1
COc1ccc(NC(=O)c2cc(S(=O)(=O)N3CCOCC3)ccc2C)cc1S(=O)(=O)N1CCOCC1 | 4.7 | 8.0% | 0.1% | -0.5% | 1.1% | -2.6% | 3.5% | i | -3.9
Cc1ccc(C(=O)CCNc2ccc(F)c(Cl)c2)o1 | -2.0 | -5.9% | ? | -2.1% | -3.5% | -3.6% | 1.6% | -6.6%[57.5 µM] | -3.1
CC(C)n1cnnc1SCC(=O)Nc1ccc(Br)cc1F | 4.0 | -13.2% | 3.6% | 9.3% | -1.6% | 1.4% | 1.1% | -0.8% | -1.3
Cn1c(SCc2ccc(C#N)cc2)nnc1-c1ccncc1 | 3.4 | -10.7% | 5.1% | 3.5% | 5.6% | -5.1% | 3.2% | i | -0.1
Cc1cc(C)n(C(=O)CSc2nnc(SCC(=O)n3nc(C)cc3C)s2)n1 | -18.8 | -3.0% | -1.5% | -13.5% | 5.6% | -2.2% | -7.0% | i | -0.5
O=C(CCCn1c(=O)c2ccccc2n(Cc2ccccc2)c1=O)NCc1ccco1 | -7.8 | 2.3% | ? | 0.6% | -12.7% | 0.9% | -18.2% | i | 0.9
COc1ccccc1OCCCn1c(C)c(C#N)c2ccccc21 | -0.1 | 14.3% | ? | 1.7% | 7.9% | -3.3% | 0.3% | -60.0%[inhibitor] | -2.8
Cc1cccc2cc(-c3nc4c(C)cccn4c3NCc3ccco3)c(=O)[nH]c12 | -0.2 | -18.2% | ? | 0.7% | -0.8% | -2.7% | -22.7% | -11.2%[57.5 µM] | 0.4
O=C(NCc1ccc(Cl)cc1)C1CCN(S(=O)(=O)c2cccnc2)CC1 | 3.4 | 5.2% | 4.5% | 4.6% | 5.4% | -3.2% | -1.0% | -1.1% | 1.5
CC(=O)Nc1ccc(NC(=O)C(C)OC(=O)CN2C(=O)C3CCCCC3C2=O)cc1 (stereo not given) | -0.2 | 6.6% | 16.7% | -9.3% | -13.3% | -7.7% | 9.7% | i | -1.4
O=C(CCNC(=O)c1ccc(Br)cc1)OCc1ccccc1Cl | 3.1 | 7.6% | -21.2% | 13.6% | -8.9% | -7.5% | -4.6% | -16.6% | 3.6
Cc1c(C(=O)N/N=C/c2ccc(O)c(Br)c2)sc(N)c1C#N | -83.9* | -1.9% | 0.0% | 1.8% | 8.9% | -2.1% | 9.5% | -37.0%[inhibitor] | 3.3
O=C(c1cc(Br)c(Br)s1)N1CCN(C/C=C/c2ccccc2)CC1 | 10.0 | 14.5% | ? | 0.6% | -13.3% | -11.4% | -2.3% | -3.6%[57.5 µM] | -0.9
CC(=O)Nc1ccc(S(=O)(=O)NCC2CCC(C(=O)NCc3ccccc3)CC2)cc1 (stereo not given) | 1.3 | 3.7% | 1.0%&5.9% | -0.6% | -8.6% | -9.2% | 0.7%&-1.3% | -18.4% | -0.2
O=C(NCCCCc1ccccc1)C1CC(c2ccccc2[N+](=O)[O-])=NO1 (stereo not given) | 0.6 | 1.0% | -23.1% | 14.9% | -17.7% | -4.6% | 24.3% | -25.1% | 0.5
Cc1ccc2oc(=O)n(CC(=O)O)c2c1 | -2.5 | -9.5% | 1.4% | -0.8% | -16.0% | 26.7µM* | 4.7% | i | -1.8
CCOc1ccc(-c2nnc(NC(=O)Cc3cc(OC)c(OC)c(OC)c3)o2)cc1 | 4.4 | 0.3% | -27.1% | -0.8% | 11.7% | -9.5% | 0.4% | i | -0.8
CCCc1cnc(Nc2nc(C(N)Cc3ccc(C(F)(F)F)cc3)cs2)nc1 (stereo not given) | -7.2 | -15.0% | ? | -0.3% | -16.1% | -2.3% | ? | -4.1% | 0.0
COC(=O)c1cc(CSc2nc3ccccc3c(=O)n2C)oc1C | 3.9 | 6.9% | ? | 27.8% | -1.0% | -13.0% | 2.1% | -30.4%[inhibitor] | -0.1
CCOC(=O)c1cnc2ccc(C)cc2c1N(C)Cc1ccccc1 | 17.1 | 1.6% | ? | 24.7% | -14.5% | -1.4% | -17.2% | -7.9% | 0.2
OCc1ccc(-c2ccccc2)c(-c2ccccc2)c1 | 13.5 | 21.5% | ? | 12.3% | -2.3% | -8.2% | 4.8% | -12.7% | -0.7
CC1(C(=O)NCc2ccccc2)Cc2c(-c3ccc4c(c3)OCO4)ccnc2O1 (stereo not given) | 5.6 | -0.3% | 2.82µM* | 10.2% | -7.5% | 2.1% | -24.7% | i | 0.2
CC(NCC1COc2ccccc2O1)C1COc2ccccc2O1 (stereo not given) | 0.1 | 5.1% | ? | 13.1% | ? | ? | 243.1%[activator] | 15.7% | -4.9
O=C(CCNC(=O)N1CCn2c1nc1ccccc12)NCc1ccccc1 | -0.1 | 2.0% | 8.2% | -0.5% | 2.0% | 5.1% | 4.5% | i | -0.3
COc1cc(Cl)c(C)cc1NC(=S)NN | -13.0 | 15.1% | -10.5% | 4.8% | -1.1% | 26.7µM* | -0.9% | -6.3% | -2.7
CCN(CC)c1ccc2c(c1)oc(=O)c1c(Cl)cc(=O)oc12 | -9.1 | -27.4% | 7.2% | -4.2% | 20.5% | -7.5% | 92.3%[activator] | i | -0.6
O=C(NNc1cc(Cl)ccc1Cl)C1CCC1 | -12.0 | -6.0% | 3.16µM* | 5.2% | -6.4% | 26.7µM* | -25.2% | i | 0.4
CC1=Nc2ccccc2N=C(N)C1c1ccccc1 (stereo not given) | -0.7 | -5.8% | 31.2%[activator] | 14.5% | -26.1% | -17.5% | -2.1% | -39.9%[inhibitor] | 1.6
COc1cc(C)c(Br)cc1S(=O)(=O)NCc1cccs1 | 10.9 | 2.9% | ? | 5.4% | -22.9% | -2.2% | 1.2% | i | -2.7
COc1ccc(NC(=O)CCNS(=O)(=O)c2cccc3nsnc23)cc1OC | -7.7 | 10.0% | 9.7%&12.3% | 4.3%&1.5% | -21.9% | -8.9% | 2.4%&6.1% | -20.0% | -4.7
N/C(Cc1ccc([N+](=O)[O-])cc1)=N\OC(=O)C1CCCCC1 | 0.1 | -1.1% | ? | 20.7% | -4.2% | 0.6% | -0.6% | i | -2.0
CCOC(=O)c1c(C)[nH]c(C(=O)CN2CCN(CC)CC2)c1C | -1.3 | -10.5% | 0.0% | 1.8% | 0.6% | 4.4% | 5.1% | -22.0% | 0.6

Compound activity (PubChem BioAssay)
